M1 PAM parental – counter-screen for M1 PAMs: effect in parental CHO-K1 cells; activation, % at 3 µM; ATP EC20, Fluo-8 calcium fluorescence; 0% at ATP EC20, 100% at ATP max; 360,000 compounds, 0.02% hits;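 active = activation above the run cutoff, the mean activation of all test compounds plus 3 SD, cut at about 40% in these data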;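 also: peak over basal fluorescence ratio in a 140 s read after ATP addition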
V1R ag counter – V1a receptor agonism, counter-screen for OXTR agonists; CHO-V1R cells, Fluo-8 calcium fluorescence, agonist mode; 0% DMSO, 100% 3 nM vasopressin; activation, % at 3 µM; 320,000 compounds, 0.25% hits;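 active = activation above the mean activation of all tested compounds plus 3 SD, per screening run, cut at about 20% in these data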;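 also: signal is peak over basal fluorescence ratio across a 100 second FLIPR read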
TAAR1 agonist – human TAAR1 agonism; CHO RD-HGA16 TAAR1, Fluo-8 calcium fluorescence; vehicle wells 0%, saturating PEA agonist 100%; activation, % at 3 µM; 360,000 compounds, 0.99% hits;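 active = activation above the mean activation of all test compounds in the run plus 3 SD, cut at about 38% in these data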
Target sequence (Q96RJ0 whole entry, looked up): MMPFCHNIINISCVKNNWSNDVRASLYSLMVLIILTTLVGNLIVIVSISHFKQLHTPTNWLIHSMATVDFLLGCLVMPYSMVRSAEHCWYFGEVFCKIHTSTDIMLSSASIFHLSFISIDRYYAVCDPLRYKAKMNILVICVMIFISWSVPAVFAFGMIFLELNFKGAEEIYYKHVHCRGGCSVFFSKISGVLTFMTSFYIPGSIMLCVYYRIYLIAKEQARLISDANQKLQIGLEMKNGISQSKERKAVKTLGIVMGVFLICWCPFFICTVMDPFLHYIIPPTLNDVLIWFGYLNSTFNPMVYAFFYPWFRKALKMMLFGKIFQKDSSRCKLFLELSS
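Repeats: no replicates (n 1) | Material: CHO-derived RD-HGA16 cells with stable Gα16 and human TAAR1 | Technique: Kinetic Fluo-8 calcium fluorescence | Schedule: 17-24 h seeding, 75 min 37 °C dye, 30 min RT | Evaluation: % activation from peak over basal fluorescence ratio, DMSO-to-PEA scaled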
CHO parental Ca – counter-screen for OX1R antagonists: effect in parental CHO cells. parental CHO-K1, ATP-induced calcium, Fluo-8 fluorescence. inhibition, % at 5.6 µM. 330,000 compounds, 0.63% hits. AID 463079;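 active = inhibition above that plate's mean sample inhibition plus 3 SD, cut at about 26% in these data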;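 also: 0% = ATP-challenged DMSO wells and 100% = DMSO wells without ATP; some compounds past the cut are filed as inactive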
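Test system: untransfected parental CHO cell line. Compound: one dose, 5.6 µM nominal. Detection: intracellular calcium via Fluo-8 no-wash fluorescent dye. Measure: % inhibition. Benchmarks: ATP-challenged DMSO wells low, unchallenged DMSO wells high.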
M1 ag – agonists of human M1 muscarinic receptor; 360,000 compounds, 0.33% hits; activation, % at 3 µM; P11229; CHO-K1 hM1, Fluo-8 calcium fluorescence, agonist mode; 0% DMSO, 100% acetylcholine EC100;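 active = activation above the run's mean compound activation plus 3 SD, cut at about 16% in these data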;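 also: peak over basal fluorescence ratio within a 140 s kinetic read after compound addition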
Target sequence (P11229 whole entry, looked up): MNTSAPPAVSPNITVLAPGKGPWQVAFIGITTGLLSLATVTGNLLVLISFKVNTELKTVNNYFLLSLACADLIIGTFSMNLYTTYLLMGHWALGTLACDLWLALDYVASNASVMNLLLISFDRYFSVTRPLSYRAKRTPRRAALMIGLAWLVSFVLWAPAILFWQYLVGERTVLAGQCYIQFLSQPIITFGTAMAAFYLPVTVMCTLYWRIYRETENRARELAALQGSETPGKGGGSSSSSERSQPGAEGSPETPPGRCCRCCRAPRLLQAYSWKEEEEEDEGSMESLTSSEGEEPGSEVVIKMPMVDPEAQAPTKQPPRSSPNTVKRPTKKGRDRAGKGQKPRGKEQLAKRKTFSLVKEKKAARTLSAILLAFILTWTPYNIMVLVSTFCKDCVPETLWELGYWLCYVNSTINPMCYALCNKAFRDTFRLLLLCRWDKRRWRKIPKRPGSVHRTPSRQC
TAAR1 antagonist – human TAAR1 antagonism; Q96RJ0; CHO RD-HGA16 TAAR1, Fluo-8 calcium fluorescence, antagonist; inhibition, % at 3 µM; 360,000 compounds, 1.5% hits; AID 624466;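 active = inhibition above a per-plate cutoff, the mean inhibition of test compounds on that plate plus 3 SD, cut at about 49% in these data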;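 also: 0% = DMSO plus EC80 beta-PEA response and 100% = DMSO alone without agonist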
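Test system: CHO RD-HGA16 cells bearing hTAAR1 | Reagent: β-PEA, EC80 | Compound dosing: 3 µM, single point | Schedule: Dye loading 75 min at 37 °C, then 30 min room temperature | Signal: Calcium fluorescence with Fluo-8 | Evaluation: Percent inhibition of PEA-evoked calcium signal, max/basal emission ratio | Control set: DMSO-only wells and EC80 β-PEA-stimulated wells | Repeats: Singlicate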
M1 ag parental – counter-screen for M1 agonists: effect in parental CHO-K1 cells; Fluo-8 calcium fluorescence; scaled to maximal ATP response, vehicle zero; activation, % at 3 µM; 360,000 compounds, 0.48% hits; in the data active = activation above about 15%;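 also: untransfected CHO-K1 host cells lacking M1 receptor as counterscreen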
CHO-K1 Ca antag – counter-screen for M1 antagonists: effect in parental CHO-K1 cells | ATP-induced calcium, Fluo-8 fluorescence | inhibition, % at 3 µM | 360,000 compounds, 0.6% hits;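 active = inhibition above a per-plate cutoff, the plate's mean sample inhibition plus 3 SD, cut at about 24% in these data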;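 also: 0% = DMSO plus EC80 ATP and 100% = DMSO alone without ATP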
OXTR potentiator – potentiates the human oxytocin receptor response. P30559. CHO-OTR cells, Fluo-8 calcium fluorescence, potentiator mode; 0% = oxytocin EC15, 100% = EC100. activation, % at 3 µM. 320,000 compounds, 0.061% hits. AID 2445;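 active = activation above that plate's cutoff, the mean activation of tested compounds plus 3 SD, cut at about 6.6% in these data, passing the limit was not always enough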;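 also: 100% uses oxytocin at 75 nM as the full agonist control; some results filed as inactive read as strong as hits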
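assay system = CHO-OTR cells, human receptor | schedule = compound 6 min at room temperature before oxytocin, 100 s read | detection = Fluo-8 intracellular calcium fluorescence, ex 470-495, em 515-575 nm | evaluation = normalized max/min fluorescence ratio, % activation | control set = EC15 oxytocin alone as 0%, 75 nM oxytocin (EC100) as 100%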
Active calls of the source: *; . = no result given.

Results follow in this order: CHO parental Ca	TAAR1 antagonist	M1 ag	M1 ag parental	M1 PAM parental	V1R ag counter	TAAR1 agonist	CHO-K1 Ca antag	OXTR potentiator
> COc1ccc(CC(=O)NCCc2ccc(OC)c(OC)c2)cc1
→ -4	8	-3	0.6	-2	-0.3	0	-15	-6
> COc1ccc(OC)c(NC(=O)c2cn(C)c(=O)c3cc(OC)c(OC)cc23)c1
→ -11	6	-2	1.1	10	-0.2	4	0	0
> CSc1nnc(-c2cccs2)n1-c1ccccc1
→ -14	-2	-6	1.9	23	-0.8	8	-13	3
> c1ccc(CNc2ncnc3c2ncn3C2CCCCO2)cc1 (configuration not stated)
→ -8	-17	2	1.0	6	0.7	0	-25	-5
> CC(C)(C)n1nnnc1C(c1ccccc1)N1CCN(c2ccc(F)cc2)CC1 (configuration not stated)
→ .	-12	.	1.9	14	.	0	-13	.
> COc1ccc(C(=S)N2CCCCCC2)cc1
→ -9	-1	-6	0.2	-8	-1.2	2	14	-4
> Cc1ccc(N=c2c([N+](=O)[O-])nn(-c3ccc4c(c3)OCCO4)n2O)cc1F
→ -9	13	-5	3.1	15	-0.1	11	-11	-12
> Cc1cccc(C)c1NC(=O)CN1N=NC2C(=O)N(c3cccc(Cl)c3)C(=O)C21 (configuration not stated)
→ -5	1	-4	0.1	17	1.1	6	-9	-3
> CN1CCN(C(=O)c2cccn(Cc3cccc(Cl)c3)c2=O)CC1
→ -3	-6	-8	0.5	12	0.4	4	-8	0
> O=C(Nc1cccn(Cc2c(Cl)cccc2Cl)c1=O)c1ccc(Cl)cc1
→ -7	-8	-2	0.3	13	0.8	8	-7	5
> CC(C)(C)Sc1ccccc1S(=O)(=O)C(C)(C)C
→ -7	-1	-4	-0.1	-20	-1.1	4	14	-7
> Cc1c(OCC(=O)OC(C)C)ccc2c3c(c(=O)oc12)CCC3
→ -6	-8	-2	0.8	0	6.9	5	-9	-21
> CCCC(=O)Nc1c(C(=O)OCC)oc2ccccc12
→ -11	6	-3	-0.1	2	-0.4	-2	-9	3
> Cc1noc(C)c1COc1ccccc1C(=O)NC1CCC(C)CC1 (configuration not stated)
→ -25	-22	1	0.1	13	0.7	-2	13	-3
> Cc1cccc(C)c1NC1=C(Cl)C(=O)OC1OC(C)C (configuration not stated)
→ -9	7	-6	1.3	19	0.1	2	-7	-5
> COc1ccc(N(Cc2cc(=O)[nH]c3ccccc23)C(=O)CCl)cc1
→ -7	0	-7	1.4	26	5.4	-1	-13	1
> CCNC(=S)NNC(=O)Nc1ccccc1
→ 3	.	-3	2.1	15	0.8	.	-5	-4
> Cc1ccc(OCc2cc(C(=O)NC(C)Cc3cccnc3)no2)cc1C (configuration not stated)
→ -13	6	2	13	8	11	5	-4	-12
> CCCCOc1ccc(CSCCN)cc1Cl
→ 4	-1	4	5.2	20	13	77*	-6	-13
> C/C(=N/Nc1nc(-c2ccc(Cl)cc2)cs1)c1cccs1
→ -15	18	-2	-0.4	3	-0.5	5	4	-9
> O=C(CCC(=O)c1ccc(Oc2ccccc2)cc1)Nc1cccc(Cl)c1Cl
→ -15	3	-8	-0.1	9	3.9	14	1	4
> O=C(Cc1cccc2ccccc12)N1CCN(c2ncccn2)CC1
→ -17	-14	-9	0.8	19	0.2	5	-9	-4
> CCOC(=O)c1c2ccccc2[n+]([O-])n1CCO
→ -11	5	0	0.1	8	0.7	0	-4	-9
> CN(C)S(=O)(=O)c1ccc(NC(=O)c2cc(-c3cccs3)nc3ccccc23)cc1
→ 8	42	-1	5.8	-6	1.4	18	10	-11
> Cc1cc(NC(=O)CSc2nc3cc(C)c(C)cc3cc2C)no1
→ 0	8	-2	0.9	0	0.0	1	-13	3
> Oc1ccc(/C=N/Nc2nc(N3CCCCCC3)nc(N3CCCCCC3)n2)c(O)c1
→ -27	6	-7	0.0	10	0.7	-1	-1	-9
> CCCCn1c(SCC(=O)Nc2cc(C)on2)nc2ccsc2c1=O
→ -20	-14	-4	0.4	17	0.8	4	-34	-2
> CCOc1cccc(/C(O)=C2/C(=O)C(=O)N(CCOC)C2c2ccco2)c1 (configuration not stated)
→ -4	-6	-4	0.3	8	0.1	19	-3	1
> C=C(C)c1ccc(C(C)(C)NC(=O)N(Cc2ccccc2)Cc2ccco2)cc1
→ 2	31	-9	0.4	8	0.5	13	-16	-1
> COc1ccccc1NCC(=O)c1ccc(C)c(C)c1
→ -10	-22	-2	-0.6	-25	-0.6	0	20	-1
> CCCc1cc(=O)oc2cc(OCC(=O)N(C)C)c(Cl)cc12
→ 5	0	1	0.2	-2	0.3	7	12	-7
> O=C1C2C3C=CC(C4CC34)C2C(=O)N1/N=C/c1ccc([N+](=O)[O-])o1 (configuration not stated)
→ -5	9	-4	-0.4	-13	0.5	8	12	-4
> O=C(NCC1CCCO1)C1CCN(S(=O)(=O)Cc2ccccc2)CC1 (configuration not stated)
→ -18	7	-4	0.6	12	1.2	9	-8	-14
> Cc1ccc2c(c1)nnn2C1CCN(CC(=O)Nc2ccc3c(c2)OCCO3)CC1
→ -13	-8	-5	0.0	19	-1.1	-3	-6	-4
> Cc1ccc(S(=O)(=O)Nc2ccc3c(c2)n(C)c(=O)n3C)cc1
→ -12	-7	1	3.5	5	6.1	2	4	-1
> COc1ccccc1CNC(=O)C1CSC2(C)CCC(=O)N12 (configuration not stated)
→ -18	6	-3	0.6	-1	-1.4	7	-18	-2
> CCOC(=O)N1CCC(N2CCN(S(=O)(=O)c3ccc(C)cc3)CC2)CC1
→ -20	-7	24*	0.6	15	1.8	1	-7	-12
> Cc1onc(C(=O)NC(C)c2ccccc2)c1[N+](=O)[O-] (configuration not stated)
→ 4	-9	-6	-0.1	-9	0.8	2	11	-8
> O=S(=O)(NCCC1CC1(Cl)Cl)c1ccccc1 (configuration not stated)
→ -3	10	-5	0.7	10	-0.6	3	-9	-13
> CC(C)(C)n1nc(-c2ccc(F)cc2)c2c(N)ncnc21
→ -13	-19	-3	0.8	4	-1.4	-1	-12	8
> Cc1ccc(N=C2c3ccccc3C(=O)C2[N+](=O)[O-])cc1C (configuration not stated)
→ 4	0	-5	-0.4	-13	-0.3	1	8	-5
> CC(C)(C(=O)N1CCC1(C)C(=O)NC1Cc2ccccc2C1)c1ccccc1 (configuration not stated)
→ .	-2	-5	1.1	-8	.	3	2	.
> COc1ccc(NC(=O)C2CC2)cc1-n1cnnn1
→ -4	-16	0	-0.1	-8	1.6	3	12	-6
> CCN(CC(=O)Nc1ccccc1OC)C(=O)c1cc(-c2ccccc2)nn1-c1ccccc1
→ -9	61*	-4	3.2	4	-0.2	2	2	-10
> O=C(O)c1ccc(NS(=O)(=O)c2cc(Cl)ccc2Cl)cc1
→ -2	0	0	-0.1	13	0.5	0	-1	0

3 compounds already listed, arranged by their value in TAAR1 antagonist, rising:
structure | TAAR1 antagonist
Cc1noc(C)c1COc1ccccc1C(=O)NC1CCC(C)CC1 (configuration not stated) | -22
CC(C)(C)n1nnnc1C(c1ccccc1)N1CCN(c2ccc(F)cc2)CC1 (configuration not stated) | -12
O=C(CCC(=O)c1ccc(Oc2ccccc2)cc1)Nc1cccc(Cl)c1Cl | 3

Remaining list, next part
Results follow in this order: CHO parental Ca	TAAR1 antagonist	M1 ag	M1 ag parental	M1 PAM parental	V1R ag counter	TAAR1 agonist	CHO-K1 Ca antag	OXTR potentiator
> C(=N/N1CCN(c2ccccc2)CC1)/c1cccs1
→ -6	4	-5	0.3	-7	0.0	12	-1	3
> Cc1ccc(CNCc2cc3c(C(C)(C)C)nn(-c4ccccc4)c3[nH]c2=O)cc1
→ -22	-13	-8	-0.1	2	-0.5	13	-14	1
> COc1ccc(S(=O)(=O)N2CCN(CCC(=O)Nc3ccccc3F)CC2)cc1
→ -22	2	1	0.2	10	1.8	4	-6	-7
> O=[N+]([O-])c1cc(C(F)(F)F)cc([N+](=O)[O-])c1NCCNC(=S)Nc1ccc(Cl)c(Cl)c1
→ 15	45	4	13	-16	12	10	27*	-17
> O=C(NCCN1CCCC1)C1COc2ccccc2O1 (configuration not stated)
→ -7	-15	-4	0.1	22	0.8	0	-9	-17
> COc1ccc(C(=O)N[C@H](C(=O)Nc2sccc2C(N)=O)C(C)C)cc1
→ -27	-21	1	2.6	10	1.7	1	-10	-7
> Cc1ccc(OCC(=O)NS(=O)(=O)c2ccccc2)cc1
→ -8	-4	-2	1.1	19	0.7	1	-12	-10
> C(=N\n1cnnc1)/c1cccc2ccccc12
→ 16	-11	-3	-0.2	12	-0.4	9	0	3
> CCn1c(SCC(=O)Nc2nc(C)cs2)nnc1-c1ccoc1C
→ -5	-17	-4	0.5	18	-1.1	6	-11	-9
> O=C(COC(=O)CNC(=O)C1CCCCC1)NCc1ccccc1
→ 6	3	-2	-0.1	17	0.6	7	-4	-3
> COc1cccc(CNC(=O)C2CCC(CNS(=O)(=O)c3cccc4nsnc34)CC2)c1 (configuration not stated)
→ 7	18	-10	2.1	0	2.3	3	1	-2
> CC(=O)Nc1ccc(S(=O)(=O)N2CCc3ccccc3C2)cc1
→ -1	3	8	1.2	-4	4.6	5	-5	-22
> CCN(CC)c1cc(C)c2cc(NC(=O)c3ccccc3OC)ccc2n1
→ -8	-13	-6	3.5	1	0.2	0	-16	-7
> Cc1cc(C(=O)NNS(=O)(=O)c2cc(C(=O)O)ccc2Cl)c(C)n1-c1ccccc1
→ -14	0	-1	0.4	9	1.5	0	0	-2
> Cc1nn(-c2ccccc2)c(C)c1/C=N/NC(=O)c1cc(O)cc(O)c1
→ -4	43	-1	5.5	7	4.8	14	-12	-11
> O=C1NC(Cc2ccccc2)c2nc3ccc(Cl)cc3c(=O)n2-c2cc(Cl)ccc21 (configuration not stated)
→ -31	-11	.	.	.	0.2	11	.	1
> CC(=O)C12OC1CC1C3CCC4=CC(=O)CCC4(C)C3CCC12C (configuration not stated)
→ -2	11	-7	1.5	-8	-0.2	1	0	0
> CCOC(=O)C1=CCN(S(=O)(=O)c2ccc(Cl)cc2)C1c1ccc(C)cc1 (configuration not stated)
→ .	-19	-4	0.1	-8	.	0	24*	.
> COc1cccc(C(=O)c2cc3cc(Cl)ccc3[nH]2)c1
→ -12	0	-1	0.5	9	0.0	4	-1	-2

Bioassay records: PubChem BioAssay, The Scripps Research Institute Molecular Screening Center

The order is random; overall some 3.3% were active at least once.
